RGS4 inhibitor – blocks human RGS4-accelerated GTP hydrolysis. AID 504845. Transcreener GDP fluorescence polarization, RGS4-accelerated GTP hydrolysis. Potency, µM (doses to about 114 µM), for inactives: top-dose activity change, negative = inhibition, usual class: inhibitors. P49798. 390,000 compounds, 0.039% hits; note: potency is the fitted concentration of half-maximal effect; % is set by controls: 0 for no effect and ±100 for the full control effect; nearly all actives have a fitted effect of over 75% in size; some results filed as inactive show a strong effect at the top dose
Target sequence (P49798 whole entry, looked up): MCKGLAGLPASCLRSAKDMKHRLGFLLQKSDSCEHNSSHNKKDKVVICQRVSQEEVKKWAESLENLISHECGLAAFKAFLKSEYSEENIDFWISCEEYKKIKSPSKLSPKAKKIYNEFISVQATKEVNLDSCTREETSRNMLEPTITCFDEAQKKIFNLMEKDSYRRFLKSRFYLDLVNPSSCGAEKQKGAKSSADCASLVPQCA
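MLSMR compounds (23 nl, pin-transferred) preincubated 10 min at room temperature with a 500nM (2x) first reagent, then RGS4 at 900nM (2x) plus Transcreener GDP mix added; fluorescence polarization (620/688 nm) read before and after 90 min at 30 °C.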
G9a inh – G9a (human) methyltransferase inhibition; G9a H3K9 monomethylation, AlphaScreen, 2 h; Potency, µM (titrated, usually from 102 µM), without a hit: at the top dose activity, negative = inhibition, actives largely listed as inhibitors; 350,000 compounds, 8.8% hits; AID 504332; note: potency is the fitted concentration of half-maximal effect; % is set by controls: 0 for no effect and ±100 for the full control effect; nearly all actives have a fitted effect of over 75% in size
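Using a bead-based AlphaScreen, monomethylated H3K9 product from 2 h room-temperature reactions (G9a 20 nM, peptide 500 nM, SAM 20 uM) was detected with 0.5 ug/mL rabbit anti-H3K9me1 antibody.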
PI4K2A inh – blocks human PI4K2A kinase activity; purified PI4K2A, ADP-Glo luminescence, 1 h; active compounds read low; Q9BTU6; 420,000 compounds, 0.13% hits; activity change, negative = inhibition, % at 76.9 µM; in the data active = activity change below about -50%; inconclusive = mostly about -30% to -49%;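 note: -100% = wells without enzyme as full effect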
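PI4K2A activity was measured by ADP-Glo luminescence: enzyme (4 ug/mL stock) and phosphatidylinositol (1.2 mM stock) in Tris pH 7.5/MgCl2/EGTA/Triton X-100 buffer were reacted with ATP (300 microM stock) for one hour at ambient temperature.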
ERG-DNA inh – inhibitors of human ERG Ets domain-DNA interaction; P11308; fluorescence polarization, His-ERG Ets domain / labelled DNA; Potency, µM (top dose mostly 76.9 µM), without a hit: at the highest dose FP activity, negative = inhibition, actives largely listed as inhibitors; 370,000 compounds, 0.028% hits; AID 624246; active = well fitted inhibition curve with a large enough effect in the polarisation, with a control signal flat; inconclusive = small, poorly fitted or top-dose-only effect, or effect the other way, or a change in a side signal; inactive = no such curve, though single readings can be large or run the other way; the % refers to the polarisation;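 note: polarization taken with two DNA probes labelled with fluorescein and Texas red; potency is the fitted concentration of half-maximal effect; % of control where 0% means no effect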
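His-tagged ERG Ets domain (1 uM in the protein solution; 300mM KCl, 50mM Tris-HCl, 1mM EDTA, 1mM DTT, pH 7.5) received compound, then a probe mix of 5 nM fluorescein-DNA and 100nM Texas-615-DNA. Fluorescence polarization was read for both dyes.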
HP1b binding inh – blocks HP1-beta chromodomain binding to methylated histone tails | P83916 | AlphaScreen HP1-beta / biotin-H3K9me3 peptide binding | Potency, µM (highest dose often 114 µM), without a hit: at the top dose activity change, negative = inhibition, hits mostly inhibitors | 390,000 compounds, 0.56% hits | AID 540317; note: potency is the fitted concentration of half-maximal effect; nearly all actives have a fitted effect of over 70% in size; inactives centre near 23
Target sequence (P83916 whole entry, looked up): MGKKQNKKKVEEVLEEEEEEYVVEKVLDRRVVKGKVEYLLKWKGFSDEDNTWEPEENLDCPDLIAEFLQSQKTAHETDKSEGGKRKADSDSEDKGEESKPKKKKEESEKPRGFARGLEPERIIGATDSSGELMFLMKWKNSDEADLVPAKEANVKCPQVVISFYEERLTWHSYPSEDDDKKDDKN
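AlphaScreen: HP1-beta (50 nM) preformed 30 min with biotin-H3(1-18)K9me3 peptide (50 nM) in PBS pH 7.4, 0.01% Tween-20. Compound added for 30 min at RT, then streptavidin donor/nickel chelate acceptor beads (10 ug/mL) for 30 min.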
BAZ2B inh – blocks human BAZ2B; 360,000 compounds, 4.4% hits; AID 504333; Q9UIF8; Potency, µM (series often up to 114 µM), for inactives: top-dose activity change, negative = inhibition, hits mostly inhibitors; AlphaScreen BAZ2B-H3K14Ac peptide displacement; note: potency is the fitted concentration of half-maximal effect; % is set by controls: 0 for no effect and ±100 for the full control effect; nearly all actives have a fitted effect of over 60% in size
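AlphaScreen displacement: compounds (up to 110uM) incubated 30 min at room temperature with a preformed 50 nM BAZ2B/50 nM biotinylated H3K14Ac peptide complex in PBS pH 7.4 with Tween-20. Donor and acceptor beads at 10 ug/mL final added, 20 min light-protected before reading.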
ALOX12 inh – inhibitors of human 12S-lipoxygenase ALOX12; purified 12hLO, xylenol orange hydroperoxide absorbance; Potency, µM (doses to about 108 µM), inactives show at the top dose activity change, negative = inhibition, actives largely listed as inhibitors; 580,000 compounds, 1.1% hits; AID 1671190; note: potency is the fitted concentration of half-maximal effect; % is set by controls: 0 for no effect and ±100 for the full control effect
Target sequence (P18054 whole entry, looked up): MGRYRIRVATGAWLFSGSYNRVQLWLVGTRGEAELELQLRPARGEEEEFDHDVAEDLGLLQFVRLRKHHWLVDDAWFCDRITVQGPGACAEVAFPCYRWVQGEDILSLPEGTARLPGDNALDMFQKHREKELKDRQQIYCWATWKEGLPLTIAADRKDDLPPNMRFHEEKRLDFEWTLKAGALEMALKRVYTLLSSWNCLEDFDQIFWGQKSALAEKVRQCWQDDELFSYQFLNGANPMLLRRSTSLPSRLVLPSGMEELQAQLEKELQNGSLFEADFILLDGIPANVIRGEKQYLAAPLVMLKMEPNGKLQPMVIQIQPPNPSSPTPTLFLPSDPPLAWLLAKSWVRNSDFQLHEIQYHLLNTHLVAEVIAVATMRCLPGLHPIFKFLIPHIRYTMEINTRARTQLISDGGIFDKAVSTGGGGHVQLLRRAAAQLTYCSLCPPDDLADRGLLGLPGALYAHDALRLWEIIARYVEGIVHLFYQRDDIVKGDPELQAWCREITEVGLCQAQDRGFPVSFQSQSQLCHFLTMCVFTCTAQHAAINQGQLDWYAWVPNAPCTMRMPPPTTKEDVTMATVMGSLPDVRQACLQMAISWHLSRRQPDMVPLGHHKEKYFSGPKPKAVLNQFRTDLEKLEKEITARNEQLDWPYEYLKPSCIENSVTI
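Hydroperoxide product was detected by ferrous iron/xylenol orange as the 573 to 405 nm absorbance ratio. Arachidonic acid at 40 uM (final) was turned over for 30 min at room temperature by 150 nM human 12hLO, pH 7.0 Hepes buffer, after 15 min compound preincubation.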
GLS inh – glutaminase GLS (human) inhibition; O94925; GLS enzymatic activity, qHTS titration; Potency, µM (doses to about 45.5 µM), inactives show at the top dose activity change, negative = inhibition, hits mostly inhibitors; 410,000 compounds, 0.21% hits; note: potency is the fitted concentration of half-maximal effect; % is set by controls: 0 for no effect and ±100 for the full control effect
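Human kidney-isoform GLS in 45 mM KH2PO4 pH 8.2, 0.02% Tween-20, with compound, started with 1mM L-Glutamine (added stock). Glutamate oxidase/HRP/Amplex red coupled fluorescence read at start and after 30 min at RT.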
JMJD2A Tudor inh – JMJD2A Tudor domain (human) inhibition; Potency, µM (titrated, usually from 114 µM), for inactives: at the top dose activity change, negative = inhibition, hits mostly inhibitors; 390,000 compounds, 4.4% hits; AlphaScreen JMJD2A-Tudor / H3K4me3 peptide binding; note: potency is the fitted concentration of half-maximal effect; % is set by controls: 0 for no effect and ±100 for the full control effect; nearly all actives have a fitted effect of over 50% in size
* = called active by the depositor; ? = inconclusive; . = no result given; [ ] = another dose, or the depositor's remark. Unless noted, calls come from the whole dose curve; as a rule, active = well fitted curve in the direction sought with a large enough effect; inconclusive = small, poorly fitted or top-dose-only effect, or another doubt; inactive = no such curve, though single readings can be large; an effect the other way counts as inactive or inconclusive. Only part of the results is shown, so the mix of outcomes need not match the whole.

cpd	RGS4 inhibitor	G9a inh	PI4K2A inh	ERG-DNA inh	HP1b binding inh	BAZ2B inh	ALOX12 inh	GLS inh	JMJD2A Tudor inh	mol
1	-10%	-30%	-3	1%	31%	10%	-6%	1%	-14%	COC(CNC(=O)C1CCCN(S(=O)(=O)c2c(C)noc2/C=C/c2cccs2)C1)OC (stereo not drawn)
2	-32%	.	2	1%	51%[activator]	?	?	5%	36%[activator]	CCc1nc(SCC(=O)c2ccccc2)c2ccccc2n1
3	8%	106%[activator][59 µM]	-5	1%	24%	-30%[57.1 µM]	10%	0%	-7%	CC1CN(Cc2nc3c(c(=O)[nH]c(=O)n3C)n2CCN2CCOCC2)CC(C)O1 (stereo not drawn)
4	-11%	3%[12.7 µM]	-3	-4%	30%	1%	.	0%	-8%	O=C(OCc1nnn(Cc2ccccc2)c1-c1c(COC(=O)c2ccccc2)nnn1Cc1ccccc1)c1ccccc1
5	-13%	1%	2	-2%	28%	-5%	4%	4%	3%	CN(CCC#N)C(=O)COC(=O)/C=C/c1cccs1
6	-2%	0%[59 µM]	0	-1%	19%	9%	16%	-9%	-4%	CC(CC1CC(C)(C)OC1=O)C(=O)Nc1ccc([N+](=O)[O-])cc1 (stereo not drawn)
7	19%	?	1	-3%	-7%	?	?	41%[activator]	79µM*	Cn1c(Cc2cccc3ccccc23)nnc1SCC(=O)N1CCN(c2ccccc2)CC1
8	-3%	-27%	-1	-6%	46%[activator]	-37%	5%	-7%	-5%	Cc1[nH]c2ccc(Cl)cc2c(=O)c1CN1CCCC1
9	-34%	-27%	-5	-4%	32%	-23%	?	2%	-9%	COc1ccc(C(=O)NC(Cc2ccc(OC(=O)c3ccc(OC)cc3)cc2)C(=O)O)cc1 (stereo not drawn)
10	12%	26%[0.0925 µM]	8	-3%	11%	-2%	9%	11%	-4%	COCCNC(=O)c1cn(Cc2c(F)cccc2Cl)nn1
11	-23%	11%[59 µM]	1	-4%	1%	?	9%	15%	-11%	Cc1nnc(SCCCn2c(N3CCN(c4ccccc4)CC3)nc3c2c(=O)[nH]c(=O)n3C)s1
12	9%	7%	-6	14%	-13%	-18%	-11%	0%	-12%	Cc1ccc(C(C(=O)NCc2ccccc2)N(C(=O)c2ccccn2)c2ccccc2)o1 (stereo not drawn)
13	-17%	-1%	-1	3%	17%	6%	-20%	6%	-23%	Clc1ccc(-c2ccc(SCc3ccccn3)nn2)cc1
14	?	-2%[59 µM]	4	9%	6%	10%	-3%	6%	-8%	CCc1ccc(N2CC(C(=O)Nc3nccs3)CC2=O)cc1 (stereo not drawn)
15	-24%	2%[59 µM]	-2	7%	34%	-1%	-10%	1%	-18%	O=C(Nc1ccc(Cl)c(S(=O)(=O)Nc2ccccc2Cl)c1)c1cccs1
16	-11%	62%[activator]	-4	0%	26%	13%	-29%	-3%	-25%	COc1ccc(Cn2nnnc2CN2CCC(O)(c3ccc(F)cc3)CC2)cc1
17	-6%	-6%	-1	-5%	39%	-1%	33%	5%	-15%	CCOc1ccc(NC(=O)N2CCC(n3c(=O)[nH]c4ccccc43)CC2)cc1
18	20%	?	-4	-1%	7%	-7%	-6%	3%	-12%	COCCNC(=O)c1cc(C(=O)CC(C)C)c[nH]1
19	-31%	41%[activator]	1	1%	31%	1%	33%[activator]	-7%	-9%	O=C(Cc1cccc(C(F)(F)F)c1)Nc1cccc(S(=O)(=O)N2CCCC2)c1
20	4%	.	-9	-1%	26%	-6%	-2%	-7%	-10%	N#Cc1c(N2CCOCC2)nc(N)c2c(N)nc3c(c12)CC(CCl)O3 (stereo not drawn)
21	-29%	1%	3	4%	36%	-2%	-12%	3%	10%	Cc1cc(Cl)ccc1OCC(=O)N1CCN(c2ncccn2)CC1
22	14%	-3%[59 µM]	-2	5%	43%[activator]	-5%	-21%	-8%	-7%	O=C(c1cc(-c2cccc(O)c2)on1)N1CCOCC1
23	2%	.	1	-2%	17%	-2%	1%	3%	-12%	Cc1ccc(C(=O)Nc2cccc(NC(=O)c3ccc(C)o3)n2)o1
24	9%	2%[59 µM]	-3	-5%	19%	-3%	0%	16%	-20%	COc1ccc(C)cc1NS(=O)(=O)c1ccc2[nH]c(=O)c(=O)[nH]c2c1
25	15%	-5%	-1	9%	65%[activator]	?	?	2%	28%	O=C1c2cccnc2C(=O)N1Cc1ccc(F)cc1S(=O)(=O)NCc1ccco1
26	2%	8%	6	6%	6%	?	2%	3%	-12%	COc1cccc(CN(CC2CCCO2)S(=O)(=O)c2ccc(S(=O)(=O)NCC3CCCO3)cc2)c1OC (stereo not drawn)
27	-17%	-5%[59 µM]	-4	15%	21%	3%	?	-9%	-21%	O=C(Nc1cccc(S(=O)(=O)N2CCCCCC2)c1)C1CCN(C(=O)c2ccc(Cl)cc2)CC1
28	-6%	3%	-1	2%	44%[activator]	10%	21%	0%	-5%	O=C(CN(C(=O)CNC(=O)c1ccco1)c1ccc2c(c1)OCCO2)NC1CCCCC1
29	-14%	18%[2.33 µM]	3	-4%	99%[activator]	12%	-2%	-8%	38%[activator]	Cc1ccc2nc(NCCO)nc(-c3ccccc3)c2c1
30	19%	.	-4	-3%	20%	1%	7%	-1%	-1%	O=C(CNC(=O)N1CC(=O)Nc2ccccc21)NCCc1cccc(F)c1

Ordered by count of non-hydrogen atoms (high to low): some entries from above.
cpd	RGS4 inhibitor	G9a inh	PI4K2A inh	ERG-DNA inh	HP1b binding inh	BAZ2B inh	ALOX12 inh	GLS inh	JMJD2A Tudor inh	mol
4	-11%	3%[12.7 µM]	-3	-4%	30%	1%	.	0%	-8%	O=C(OCc1nnn(Cc2ccccc2)c1-c1c(COC(=O)c2ccccc2)nnn1Cc1ccccc1)c1ccccc1
26	2%	8%	6	6%	6%	?	2%	3%	-12%	COc1cccc(CN(CC2CCCO2)S(=O)(=O)c2ccc(S(=O)(=O)NCC3CCCO3)cc2)c1OC (stereo not drawn)
27	-17%	-5%[59 µM]	-4	15%	21%	3%	?	-9%	-21%	O=C(Nc1cccc(S(=O)(=O)N2CCCCCC2)c1)C1CCN(C(=O)c2ccc(Cl)cc2)CC1
25	15%	-5%	-1	9%	65%[activator]	?	?	2%	28%	O=C1c2cccnc2C(=O)N1Cc1ccc(F)cc1S(=O)(=O)NCc1ccco1
17	-6%	-6%	-1	-5%	39%	-1%	33%	5%	-15%	CCOc1ccc(NC(=O)N2CCC(n3c(=O)[nH]c4ccccc43)CC2)cc1
20	4%	.	-9	-1%	26%	-6%	-2%	-7%	-10%	N#Cc1c(N2CCOCC2)nc(N)c2c(N)nc3c(c12)CC(CCl)O3 (stereo not drawn)
14	?	-2%[59 µM]	4	9%	6%	10%	-3%	6%	-8%	CCc1ccc(N2CC(C(=O)Nc3nccs3)CC2=O)cc1 (stereo not drawn)
10	12%	26%[0.0925 µM]	8	-3%	11%	-2%	9%	11%	-4%	COCCNC(=O)c1cn(Cc2c(F)cccc2Cl)nn1

The list goes on:
cpd	RGS4 inhibitor	G9a inh	PI4K2A inh	ERG-DNA inh	HP1b binding inh	BAZ2B inh	ALOX12 inh	GLS inh	JMJD2A Tudor inh	mol
31	10%[11.4 µM]	4%[12.7 µM]	3	?	10%	-3%	-24%	10%	-6%[11.4 µM]	COC(=O)c1[nH]c2c(c1C)C(=O)CC(c1cccs1)C2 (stereo not drawn)
32	?	-9%[2.33 µM]	-5	2%	-3%	-36%	?	0%	-33%	Cc1ccc(C(=O)c2c3ccccc3[n+]([O-])n2[C@@H](C)C(N)=O)cc1
33	-20%	.	4	0%	39%	18%	-1%	0%	-13%	COC(=O)CN1C(=O)[C@H]2[C@@H](c3ccc(C)o3)N3C(=O)CN(Cc4ccccn4)C(=O)[C@@]3(C)[C@H]2C1=O
34	2%	7%[12.7 µM]	2	-3%	59%[activator]	0%	-5%	-3%	1%	CCOc1cc(-c2noc(-c3cccnc3)n2)ccc1OC
35	-22%[56.9 µM]	?	1	10%	61%[activator]	-4%	-4%	-9%	-15%	Cc1cc(NC(=O)COC(=O)CNS(=O)(=O)c2ccc(C)c(C)c2)no1
36	-37%	-13%[12.7 µM]	2	-10%	29%	-38%	0%	-5%	-9%	CCCN(CCC)CCCNC(=O)CS(=O)Cc1nc(-c2ccc(OC)c(OC)c2)oc1C (stereo not drawn)
37	?	7%[59 µM]	-10	1%	?	-5%	15%	?	?	O=C(N/N=C\CCc1ccccc1)c1ccco1
38	2%	14%[59 µM]	-1	-4%	-10%	-10%	-13%	6%	-36%	O=C(C1CCC(Cn2c(=O)c3sccc3n(Cc3ccccc3)c2=O)CC1)N1CCCCC1 (stereo not drawn)

Screening results as filed in PubChem.
